# Screening data from PubChem BioAssay.
# IDE inh: inhibitors of human insulin-degrading enzyme in cells. 0.41% of 320,000 active. HEK cells, FAbetaB cleavage, fluorescence polarization. P14735. inhibition, % at 5.59 µM;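 active = percent inhibition above the average of all tested compounds plus 3 SD, set per screening campaign, cut at about 16% in these data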;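 also: IDE supplied by intact live HEK cells; FP after avidin binding of uncleaved biotin substrate so inhibition keeps polarization high; 0% = DMSO wells and 100% = 60 µM reference IDE inhibitor Ii1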
# Target sequence (P14735 whole entry, looked up): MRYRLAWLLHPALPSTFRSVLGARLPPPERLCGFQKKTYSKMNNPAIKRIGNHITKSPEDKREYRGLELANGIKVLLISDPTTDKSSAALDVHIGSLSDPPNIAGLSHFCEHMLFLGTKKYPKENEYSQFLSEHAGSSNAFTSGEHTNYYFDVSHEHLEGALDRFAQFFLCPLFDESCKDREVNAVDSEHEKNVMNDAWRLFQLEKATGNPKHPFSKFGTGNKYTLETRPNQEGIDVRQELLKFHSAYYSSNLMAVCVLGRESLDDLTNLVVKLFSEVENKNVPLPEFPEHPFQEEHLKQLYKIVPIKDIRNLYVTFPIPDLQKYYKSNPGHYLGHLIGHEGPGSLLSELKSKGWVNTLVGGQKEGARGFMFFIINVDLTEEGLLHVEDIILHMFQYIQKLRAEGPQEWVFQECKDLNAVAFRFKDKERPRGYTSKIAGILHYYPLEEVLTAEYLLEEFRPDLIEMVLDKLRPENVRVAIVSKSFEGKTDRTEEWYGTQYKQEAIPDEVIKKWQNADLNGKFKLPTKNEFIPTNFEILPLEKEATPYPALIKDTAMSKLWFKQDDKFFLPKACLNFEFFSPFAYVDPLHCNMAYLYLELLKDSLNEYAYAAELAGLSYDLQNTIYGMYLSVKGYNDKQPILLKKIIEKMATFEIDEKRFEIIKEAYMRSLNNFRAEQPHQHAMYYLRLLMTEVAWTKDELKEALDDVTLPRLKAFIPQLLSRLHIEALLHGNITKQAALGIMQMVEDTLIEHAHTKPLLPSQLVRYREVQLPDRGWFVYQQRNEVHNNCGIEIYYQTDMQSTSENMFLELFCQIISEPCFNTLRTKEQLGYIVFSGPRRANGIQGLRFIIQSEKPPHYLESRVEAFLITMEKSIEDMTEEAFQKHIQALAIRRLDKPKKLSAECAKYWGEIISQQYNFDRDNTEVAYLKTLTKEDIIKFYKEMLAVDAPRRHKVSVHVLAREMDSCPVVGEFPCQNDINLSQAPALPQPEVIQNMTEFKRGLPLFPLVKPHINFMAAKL
# IDE act: boosts human insulin-degrading enzyme activity in HEK cells; AID 493087; FAbeta-B cleavage, fluorescence polarization; 0% vehicle, 100% cell-free pure enzyme wells; 0.073% of 340,000 active; activation, % at 5.96 µM;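 active = activation above the mean of all tested compounds plus 3 SD, set per screening campaign, cut at about 17% in these data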
# Numbers without * were called inactive. A portion of the library; rates above refer to the full screens.
SMILES,IDE inh,IDE act
COc1ccccc1CCC(=O)OCC(=O)Nc1cccc(S(=O)(=O)N2CCCCC2)c1,-5,4
COc1ccc(C2(c3ccc(OC)cc3)NC(=O)N(CC(=O)Nc3ccc(N4CCOCC4)cc3)C2=O)cc1,-1,0
COc1ccc([N+](=O)[O-])cc1NC(=O)C(C)OC(=O)CN1C(=O)C2CC=CCC2C1=O (stereo not given),-5,5
Cc1ccc(S(=O)(=O)N2[C@@H](c3ccc(C#N)cc3)C(C(=O)O)=C[C@H]2CC2CCCC2)cc1,7,0
CC(C)CCN(C(=O)c1cc(=O)[nH]c2ccccc12)c1c(N)n(Cc2ccccc2)c(=O)[nH]c1=O,1,-2
O=C(Cn1cc(C(F)(F)F)ccc1=O)OCC(=O)c1ccc[nH]1,0,3
CCOC(=O)C[C@H]1c2ccc(C(F)(F)F)cc2S(=O)(=O)N1C(C)(C)C,4,-3
COc1ccc(/C=C/C(=O)OC(C)C(=O)c2ccccc2)cc1OC (stereo not given),-1,5
Cc1cccc(S(=O)(=O)Nc2ccc(S(=O)(=O)Nc3nccs3)cc2)c1,-3,8
O=C(CCC(=O)c1ccc(F)cc1)NN1C(=O)NC2(CCCCC2)C1=O,-1,1
O=C(NCC(c1ccco1)N1CCOCC1)c1ccc(Cl)cc1 (stereo not given),2,4
CCn1c(C)cc(C(=O)CSc2nnc(-c3ccco3)o2)c1C,6,2
O=C(COC(=O)/C=C/c1ccc(F)cc1)NC1CCCCCC1,11,-2
CCN1C(=NCCOC)N[C@@H](c2cccc(C(F)(F)F)c2)C(C(=O)OC)=C1C,5,7
O=C(COC(=O)C1CC(=O)N(CCc2ccccc2)C1)c1ccc[nH]1 (stereo not given),2,0
Cc1ccnc(NC(=O)C2CCN(S(=O)(=O)c3ccc(C)c(C)c3)CC2)c1,7,-1
CC(C)(C)OC(=O)C[C@@H]1C/C=C\C[C@H](CC(=O)N(CCO)Cc2ccccc2)C(=O)N[C@@H](Cc2ccccc2)COC1=O,1,6
CCCCn1c(N)c(N(CCC(C)C)C(=O)COC(=O)/C=C/c2ccc(F)cc2)c(=O)[nH]c1=O,-1,6
COc1cc2cnc(CCCC#N)cc2cc1OC,2,-1
COC(=O)c1ccc(NC(=O)COC(=O)C2CCC2)cc1,-6,5
COc1ccc(NC(=O)c2ccc(S(=O)(=O)N3CC(C)OC(C)C3)cc2)cc1 (stereo not given),2,-2
O=C(Cn1ccc(NC(=O)OCc2ccccc2)nc1=O)NCc1nc2ccccc2[nH]1,-2,4
COC(=O)c1ccc(CN=C(NS(=O)(=O)c2ccccc2)c2ccccc2)cc1,7,0
COc1ccc(-c2csc(NC(=O)CN3C(=O)NC4(CCCC4)C3=O)n2)cc1,-7,3
CCCOc1ccccc1OCC(=O)Nc1ccc(S(=O)(=O)N2CCCC2)cc1,3,4
C[C@H](NC(=O)c1nc[nH]c1C(=O)N[C@@H](CCCCN)C(=O)OC(C)(C)C)C(=O)OCc1ccccc1,-3,8
COc1ccc(-c2c(-c3ccsc3)oc3ccc(N4CCOCC4)cc23)cc1,-2,1
CCN(CC)CCCn1c2c(c(SCC(=O)N3CCCc4ccccc43)nc1=O)CCC2,3,7
Cc1cc(NC(=O)COC(=O)C2CC2)ccc1Br,3,3
O=S(=O)(c1ccc(F)cc1)N1CCN(C(=S)NCC2CCCO2)CC1 (stereo not given),1,3
CCc1ccc(C(=O)NNC(=O)CCc2nc3ccccc3c(=O)[nH]2)cc1,2,3
O=C(COC(=O)C1CCC1)Nc1ccc(Cl)cn1,-4,3
Cc1c(NC(=O)CSc2ncnc3c2cnn3-c2ccccc2)c(=O)n(-c2ccccc2)n1C,-8,0
CN(CC(=O)Nc1cc(Cl)ccc1Cl)C1CCS(=O)(=O)C1 (stereo not given),5,0
CC(C)(C)[C@@H]1COC(=O)[C@H](Cc2ccc(F)cc2)C/C=C\C[C@@H](CC(=O)NCCO)C(=O)N1,3,3
O=C(COc1ccccc1)NNC(=O)c1ccc(Cl)cc1,3,3
O=C(CN1C(=O)NC(c2ccccc2)(c2ccccc2)C1=O)NCc1ccco1,3,6
CN(CC(=O)Nc1ccccc1Br)C(=O)c1cc(S(=O)(=O)N(C)C)ccc1N1CCCC1,2,-1
O=C(COc1ccccc1F)NCC(c1ccc(F)cc1)N1CCOCC1 (stereo not given),1,5
CCN(CC(=O)Nc1cc(Cl)ccc1C)C(=O)Cn1c(=O)cnc2ccccc21,0,5
CCN(CC(=O)NC(C)C)C(=O)c1cc(S(=O)(=O)N2CCCCC2)ccc1N1CCCCC1,0,6
O=C(CNC(=O)c1ccc2c(c1)OCO2)Nc1cccc(Br)c1,-5,11
Cc1ccc(S(=O)(=O)N2CCN(C(=O)C3CCN(C(=O)c4ccc(F)cc4)CC3)CC2)c(C)c1,0,6
Cc1ccc(S(=O)(=O)NCCC(=O)NC2CCCCC2)cc1,1,-5
Cc1nc2ccccc2c(=O)n1-c1ccc(F)c(NS(=O)(=O)c2ccccc2F)c1,-1,0
O=c1c2cc(F)ccc2sn1-c1ccc(F)cc1,35*,-22
COc1ccc(C2=NOC(Cn3nc(-c4ccccc4)cc3C(=O)NCc3cccc(Br)c3)C2)cc1 (stereo not given),0,-1
CC(C)CN(C(=O)CN1C(=O)NC(c2ccccc2)(c2ccccc2)C1=O)C1CCS(=O)(=O)C1 (stereo not given),2,6

# Five compounds out of the list above, arranged by the value under IDE act, high to low:
SMILES,IDE inh,IDE act
CCN(CC(=O)NC(C)C)C(=O)c1cc(S(=O)(=O)N2CCCCC2)ccc1N1CCCCC1,0,6
COc1ccc([N+](=O)[O-])cc1NC(=O)C(C)OC(=O)CN1C(=O)C2CC=CCC2C1=O (stereo not given),-5,5
CCc1ccc(C(=O)NNC(=O)CCc2nc3ccccc3c(=O)[nH]2)cc1,2,3
O=C(COC(=O)C1CC(=O)N(CCc2ccccc2)C1)c1ccc[nH]1 (stereo not given),2,0
CCOC(=O)C[C@H]1c2ccc(C(F)(F)F)cc2S(=O)(=O)N1C(C)(C)C,4,-3

# Other compounds
SMILES,IDE inh,IDE act
COCCn1c(N)c(C(=O)c2cccc(S(=O)(=O)N3CCCCCC3)c2)c(=O)[nH]c1=O,-1,-1
C[C@H](CO)N1C[C@H](C)[C@@H](CN(C)Cc2ccc(Cl)c(Cl)c2)Oc2c(NC(=O)C3CCOCC3)cccc2C1=O,0,3
Cc1ccc(S(=O)(=O)N2CCN(C(=O)n3ccnc3)CC2)cc1,1,4
CCN(CC(=O)Nc1ccccc1C(F)(F)F)C(=O)CSCc1c(C)noc1C,-1,4
CCOCCN1CCN(C2c3ccccc3CSc3ccccc32)CC1 (stereo not given),-1,4
COc1ccccc1C(=O)NC(CCSC)C(=O)N1CCN(C(C)=O)CC1 (stereo not given),4,3
O=C(COC(=O)/C=C/c1cccc(F)c1)NC(=O)NC1CCCC1,12,2
O=C(CCc1nc2sc3c(c2c(=O)[nH]1)CCCC3)N1CCN(c2ccccc2)CC1,-4,-2

# Gathered by group, the entries above containing a thiophene ring, fused or not.
SMILES,IDE inh,IDE act
COc1ccc(-c2c(-c3ccsc3)oc3ccc(N4CCOCC4)cc23)cc1,-2,1
O=C(CCc1nc2sc3c(c2c(=O)[nH]1)CCCC3)N1CCN(c2ccccc2)CC1,-4,-2

# (further entries)
SMILES,IDE inh,IDE act
Cc1ccc(S(C)(=O)=O)cc1C(=O)Nc1ccc(S(=O)(=O)Nc2nccs2)cc1,-1,6
CN(CC(=O)Nc1cccc(F)c1)C(=O)c1ccc(OCc2cn3ccccc3n2)cc1,-1,0
Nc1c(C(=O)CSc2nnc(Cc3ccccc3)o2)c(=O)[nH]c(=O)n1C1CC1,1,1
Cc1cccc(NS(=O)(=O)c2cccc(C(=O)NCCCN3CCCC3=O)c2)c1,5,-2
CCOC(=O)c1c(C)[nH]c(C)c1C(=O)COC(=O)Cc1ccc(OC)c(OC)c1,7,6
CCc1noc(C)c1C(=O)NNC(=O)COc1cc(C)ccc1C,0,-2
Cc1cc(N2CCN(C)CC2)ccc1NC(=O)c1ccc(-c2ccc(Cl)cc2)o1,-1,5
Cc1cc(C(=O)Nc2cccc(-c3ccc(N4CCOCC4)nn3)c2)ccc1[N+](=O)[O-],-1,4

# (cont.)
# Value order: IDE inh | IDE act
CCOc1ccc(NC(=O)CN(C)C(=O)c2ccc(C3SCCS3)cc2)cc1OCC
 : 4 | -1
Cc1cc(C)c(S(=O)(=O)NCC(c2ccco2)N2CCc3ccccc3C2)c(C)c1 (stereo not given)
 : -2 | 2
CCCn1c(SCC(=O)N2CCc3ccccc3C2)nc(O)cc1=O
 : -5 | 7
Cc1cc(N(C)C(=O)c2ccc3c(c2)S(=O)(=O)c2cc(Cl)ccc2C3=O)c(C(F)(F)F)o1
 : 3 | -6
COc1ccccc1C(=O)NCCCCNC(=O)c1ccccc1OC
 : -10 | -1
Cc1ccccc1NC(=O)Cc1nc(COC(=O)c2ccc(Cl)c(S(N)(=O)=O)c2)cs1
 : 7 | 0
O=C(CSc1nnc(-c2ccncc2)n1-c1ccccc1)NCC1CCCO1 (stereo not given)
 : -2 | 2
O=C(CNS(=O)(=O)c1ccccc1F)OCC(=O)c1c[nH]c2ccccc12
 : 2 | 4
O=C(CCNC(=O)c1ccc(Br)cc1)Nc1ccc(S(=O)(=O)N2CCOCC2)cc1
 : -6 | 3
COc1cccc(C(=O)OC(C)C(=O)NCC2CCCCC2)c1 (stereo not given)
 : -4 | 1
COC(=O)[C@]1(CC(C)C)N[C@H](c2ccc(-c3ccc(F)cc3)cc2)[C@@H]2C(=O)N(C)C(=O)[C@@H]21
 : 4 | 4
COC(=O)C1CCN(CC(=O)Nc2ccc(C(=O)Nc3ccccc3OC)cc2)CC1
 : -1 | 3
C[C@H](NC(=O)c1nc[nH]c1C(=O)N1CCN(C(=O)OC(C)(C)C)CC1)C(=O)OC(C)(C)C
 : 2 | 5
CCN(CC(=O)Nc1ccc(NC(C)=O)cc1)C(=O)/C=C/c1ccc(C)o1
 : 3 | -5
CN(C)CCNc1oc(-c2ccccc2Cl)nc1S(=O)(=O)c1ccccc1
 : -2 | -4
CCN(CC(=O)Nc1ccc(OC)cc1)C(=O)CCc1nc2ccccc2c(=O)[nH]1
 : -2 | 2
CCN(CC)c1ccc(S(=O)(=O)N2CCCCC2)cc1NC(=O)C1CCC1
 : 3 | 5
CCN(C(=O)COC(=O)C1CC1)c1c(N)n(Cc2ccccc2)c(=O)[nH]c1=O
 : -4 | 0
CCC1CCCCN1C(=O)COC(=O)c1cc(C)nc2ccccc12 (stereo not given)
 : -3 | 6
CCOC(=O)[C@H]1[C@H]2COc3ccc(Cl)cc3[C@@H]2N2C(=O)c3cc(OC)ccc3NC(=O)[C@@]12C
 : 0 | -1
COc1cccc(CNC(=O)COC(=O)/C(C#N)=C/c2ccc(N(C)C)cc2)c1
 : 3 | -6
COc1cc(NC(=O)CSc2nnc3ccc(-c4cccnc4)nn23)cc(OC)c1
 : -1 | 4
COc1cc(C(=O)NCc2cccnc2)ccc1OCC(=O)Nc1cccc(C(F)(F)F)c1
 : -2 | -2
CC(=O)c1ccc(S(=O)(=O)N2CCN(CCOc3ccc(Br)cc3)CC2)cc1
 : 0 | 2
CC(C)(C)[C@H]1COC(=O)[C@H](Cc2ccc(F)cc2)CC/C=C/C[C@@H](CC(=O)N[C@H](CO)Cc2ccccc2)C(=O)N1
 : 10 | 5
Cc1ccccc1OCCC(=O)Nc1ccccc1C(=O)N1CCCCC1
 : -2 | 2
COc1ccc2oc(C(=O)OCC(=O)N3CC(C)CC(C)C3)c(C)c2c1 (stereo not given)
 : -2 | 3
COc1ccccc1NS(=O)(=O)c1cccc(C(=O)NCc2ccncc2)c1
 : 3 | 6
O=C(NCCS(=O)(=O)N1CCC2(CC1)OCCO2)c1ccc(F)cc1
 : 1 | -2
CCCCn1nc(C(=O)Nc2cccc(C(=O)NC3CC3)c2)c2ccccc2c1=O
 : 6 | 3
O=C(O)c1ccccc1NC(=O)C(c1ccccc1)c1ccccc1
 : 3 | 2
CCc1ccccc1NC(=O)CNC(=O)c1cc(C2CC2)nn1-c1ccccc1
 : -4 | 1
COc1ccc([C@H]2CC(=O)C=C(c3ccc(C)c(F)c3)C2)cc1
 : 0 | -1
CC(OC(=O)CCN=C1NS(=O)(=O)c2ccccc21)C(=O)Nc1ccc(F)c(F)c1F (stereo not given)
 : -4 | 6
CCCCN1C(=O)c2ccc(C(=O)OCC(=O)NCCc3ccc(S(N)(=O)=O)cc3)cc2C1=O
 : 1 | 3
C[C@@H]1NC(=O)N[C@@H]1CCCCCC(=O)O
 : -17 | 51*
CC1CCc2sc(C(=O)NC3CCN(Cc4ccccc4)CC3)cc2C1 (stereo not given)
 : 3 | 1
NC(=O)c1ccc(NC(=O)COc2coc(CN3CCc4ccccc4C3)cc2=O)cc1
 : 1 | 6
COc1ccccc1S(=O)(=O)NCc1ccc(C(=O)N(C)Cc2ccc(F)cc2)cc1
 : -1 | -1
N#Cc1ccc(-c2ccc(C3Nc4ccccc4C(=O)N3O)o2)cc1 (stereo not given)
 : 8 | -1
CN1CCN(C(=O)N(c2ccccc2)c2ccccc2)CC1
 : 2 | 4
O=C(CN1C(=O)C2(OCCO2)c2cc(Br)ccc21)NO
 : 0 | 12
CCOc1ccc(/C=C/C(=O)N(C)CC(=O)Nc2cccc(F)c2)cc1OCC
 : -2 | 2
Cc1cccc(C)c1NC(=O)CN1CCN(C(=O)CNC(=O)c2ccc(N3CCCC3=O)cc2)CC1
 : -3 | 3
C=CCNc1nc(C(=O)OCC(=O)NCc2ccccc2OC)cs1
 : 0 | 6
COc1ccc(S(=O)(=O)N2CCOCC2)cc1NC(=O)CSc1nnc(N)s1
 : 3 | -4
O=C(/C=C/c1ccco1)OCC(=O)c1ccc(OC(F)F)cc1
 : -3 | -2
COc1ccc(CCC(=O)OCc2csc(CC(=O)Nc3ccc(C)cc3)n2)cc1OC
 : -3 | 8
Cn1c(CC(=O)NNC(=O)c2ccccc2[N+](=O)[O-])nc2ccccc21
 : 2 | 2
COc1ccc(CCNC(=O)c2cc(C3CC3)nc3c2cnn3C(C)C)cc1
 : -3 | 1
